Screening data from PubChem BioAssay.
MsrA inh = bovine MsrA enzyme inhibitors, primary screen, biochemical, absorbance, HTS. Methionine sulfoxide reductase A (Bos taurus). purified bovine MsrA, absorbance read-out. inhibition, % at 15.5 µM. 0.75% of 360,000 active; in the data active = inhibition above about 4.5%;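 note: 0% = vehicle wells with enzyme and 100% = reference inhibitor wells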
Rin1-Abl PPI inh = inhibitors of Rin1-Abl protein binding, primary screen, biochemical, TR-FRET; Tyrosine-protein kinase ABL1 (Homo sapiens) + Ras and Rab interactor 1 (Homo sapiens), …; 0.4% of 360,000 active; inhibition, % at 7.35 µM; AID 588664, 2011; in the data active = inhibition above about 5%, passing the limit was not always enough
Neddyl block = inhibitors of cullin neddylation, primary screen, biochemical, TR-FRET, uHTS, NAE and Ubc12; 0.58% of 360,000 active; calls only at 25 µM; AID 651699, 2012; in the data active = inhibition above about 36%
MT1-MMP act inh = blockers of MT1-MMP proenzyme processing, primary screen, HT1080 RFP-PRO-GFP cells, GFP/RFP fluorescence | GFP/RFP ratio fluorescence, overnight; percent of plate control window, DMSO zero | AID 651647, 2012 | GFP/RFP ratio change, % at 20 µM | 0.061% of 360,000 active | Matrix metalloproteinase-14 (Homo sapiens), P50281;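 active = GFP/RFP ratio change of at least 30% with cell ATP level not reduced by more than half and red fluorescence within 50% of control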; note: strong numbers were not always called active
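Assay system: HT1080 RFP-PRO-GFP cells. Benchmarks: DMSO vehicle wells and RFP-L50D-GFP reporter cell wells. Times: overnight cell settling, then overnight compound exposure, 37 °C, 5% CO2. Compound: 20 µM single dose, 1% DMSO. Read-out basis: GFP/RFP fluorescence ratio.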
SKN-1 inh = suppressors of acrylamide-induced Pgst-4::GFP reporter in worms, primary screen, SKN-1 inhibitor project, whole organism, uHTS, GFP/RFP fluorescence ratio, strain VP596; C. elegans VP596 Pgst-4::GFP/RFP ratio, 24 h; inhibition, % at 21.8 µM; 0.49% of 360,000 active; AID 624304, 2012;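 active = interference check ratio from 0.5 to 1.5 plus GFP to RFP signal ratio inhibition reaching or exceeding a fixed threshold, cut at about 30% in these data, passing the limit was not always enough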; note: some compounds called inactive have numbers as strong as hits
FAS-TE inh = FAS thioesterase domain inhibitors, primary screen, biochemical, fluorescence intensity, uHTS | 0.67% of 360,000 active | AID 602261, 2012 | recombinant FAS-TE, OMFH fluorogenic substrate, fluorescence endpoint | inhibition, % at 15 µM;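 active = compounds whose normalised, plate-corrected inhibition of enzyme fluorescence in the single-dose primary screen is 50% or more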;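 note: 0% = DMSO with enzyme and 100% = substrate without enzyme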
Target sequence (P49327 whole entry, looked up, the tested form may be a part): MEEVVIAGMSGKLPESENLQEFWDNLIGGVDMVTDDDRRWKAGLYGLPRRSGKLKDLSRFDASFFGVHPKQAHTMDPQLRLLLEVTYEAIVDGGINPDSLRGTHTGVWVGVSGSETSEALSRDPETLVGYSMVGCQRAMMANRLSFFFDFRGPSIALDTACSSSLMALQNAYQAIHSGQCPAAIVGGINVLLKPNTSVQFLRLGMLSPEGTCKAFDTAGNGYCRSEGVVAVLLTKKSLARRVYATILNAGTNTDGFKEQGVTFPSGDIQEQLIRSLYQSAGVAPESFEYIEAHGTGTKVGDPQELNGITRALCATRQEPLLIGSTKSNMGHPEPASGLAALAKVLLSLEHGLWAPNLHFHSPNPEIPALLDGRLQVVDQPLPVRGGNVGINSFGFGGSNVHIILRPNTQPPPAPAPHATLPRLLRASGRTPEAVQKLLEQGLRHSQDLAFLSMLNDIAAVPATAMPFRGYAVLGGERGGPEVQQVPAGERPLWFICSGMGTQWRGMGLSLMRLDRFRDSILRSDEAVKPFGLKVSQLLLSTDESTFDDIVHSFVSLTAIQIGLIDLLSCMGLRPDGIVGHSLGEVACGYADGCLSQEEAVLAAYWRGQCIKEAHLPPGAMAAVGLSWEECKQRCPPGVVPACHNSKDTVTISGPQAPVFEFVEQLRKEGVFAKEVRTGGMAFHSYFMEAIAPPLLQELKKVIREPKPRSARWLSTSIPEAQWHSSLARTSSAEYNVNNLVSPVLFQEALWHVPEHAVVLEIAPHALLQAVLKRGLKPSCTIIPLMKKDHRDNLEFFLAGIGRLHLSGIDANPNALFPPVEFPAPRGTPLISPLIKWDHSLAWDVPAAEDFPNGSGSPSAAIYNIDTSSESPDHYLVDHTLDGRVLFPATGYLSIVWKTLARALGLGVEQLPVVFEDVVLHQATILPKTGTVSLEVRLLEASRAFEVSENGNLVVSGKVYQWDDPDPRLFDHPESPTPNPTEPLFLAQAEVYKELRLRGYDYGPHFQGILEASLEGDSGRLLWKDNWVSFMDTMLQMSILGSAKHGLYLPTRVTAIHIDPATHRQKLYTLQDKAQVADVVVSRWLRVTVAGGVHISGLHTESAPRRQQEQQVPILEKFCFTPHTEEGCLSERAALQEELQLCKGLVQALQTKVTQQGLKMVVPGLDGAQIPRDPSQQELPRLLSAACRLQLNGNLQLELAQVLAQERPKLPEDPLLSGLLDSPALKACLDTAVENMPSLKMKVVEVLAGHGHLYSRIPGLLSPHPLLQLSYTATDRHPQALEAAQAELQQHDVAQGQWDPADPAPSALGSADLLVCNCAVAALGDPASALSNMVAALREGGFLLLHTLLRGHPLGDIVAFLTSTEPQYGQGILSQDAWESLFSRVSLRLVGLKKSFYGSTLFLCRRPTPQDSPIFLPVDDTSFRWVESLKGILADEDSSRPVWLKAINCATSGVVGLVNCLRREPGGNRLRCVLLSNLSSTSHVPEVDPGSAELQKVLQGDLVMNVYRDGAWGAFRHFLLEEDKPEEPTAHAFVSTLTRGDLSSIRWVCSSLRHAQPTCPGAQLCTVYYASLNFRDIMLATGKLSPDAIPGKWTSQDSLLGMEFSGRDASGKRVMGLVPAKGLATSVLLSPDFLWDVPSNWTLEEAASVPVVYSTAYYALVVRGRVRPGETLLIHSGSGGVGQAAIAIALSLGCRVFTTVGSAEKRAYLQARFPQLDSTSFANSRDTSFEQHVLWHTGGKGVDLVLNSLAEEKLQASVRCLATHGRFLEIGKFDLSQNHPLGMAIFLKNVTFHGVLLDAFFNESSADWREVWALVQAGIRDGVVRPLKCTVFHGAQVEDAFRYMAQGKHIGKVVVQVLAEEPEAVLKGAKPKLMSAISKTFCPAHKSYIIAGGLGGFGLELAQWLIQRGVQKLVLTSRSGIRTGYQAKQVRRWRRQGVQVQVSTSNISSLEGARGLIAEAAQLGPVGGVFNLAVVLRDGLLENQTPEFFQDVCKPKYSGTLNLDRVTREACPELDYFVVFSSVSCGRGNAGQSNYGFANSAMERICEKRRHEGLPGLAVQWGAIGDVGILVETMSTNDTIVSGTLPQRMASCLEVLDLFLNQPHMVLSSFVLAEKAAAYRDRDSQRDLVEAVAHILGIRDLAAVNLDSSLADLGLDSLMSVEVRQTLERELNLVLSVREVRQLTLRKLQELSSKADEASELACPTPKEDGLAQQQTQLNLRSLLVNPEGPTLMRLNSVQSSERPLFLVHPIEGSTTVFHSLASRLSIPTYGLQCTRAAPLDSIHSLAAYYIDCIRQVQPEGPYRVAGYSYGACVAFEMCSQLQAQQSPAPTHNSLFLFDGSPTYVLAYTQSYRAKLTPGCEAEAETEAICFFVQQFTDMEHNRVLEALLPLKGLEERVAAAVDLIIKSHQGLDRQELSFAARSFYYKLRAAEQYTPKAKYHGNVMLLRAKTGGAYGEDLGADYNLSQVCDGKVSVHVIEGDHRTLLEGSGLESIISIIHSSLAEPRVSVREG
CendR NRP1 mod = modulators of CendR peptide binding to NRP-1, primary screen, biochemical, fluorescence polarization, uHTS; Neuropilin-1 (Homo sapiens), O14786; FAM-RPARPAR peptide binding to NRP-1; inhibition, % at 25 µM; 0.85% of 360,000 active;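 active = inhibition or corrected inhibition above about 18%, plus a signal ratio from 0.5 to 1.5, limit read from the data, passing the limit was not always enough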; note: strong numbers were not always called active
eLon inh = inhibitors of E. coli Lon protease, primary screen, biochemical, fluorescence polarization | purified E. coli Lon protease | inhibition, % at 7.94 µM | 0.42% of 360,000 active | AID 602123, 2011; in the data active = inhibition above about 13%, passing the limit was not always enough;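 note: 0% = enzyme with probe and DMSO and 100% = no enzyme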
MsrA act = bovine MsrA enzyme activators, primary screen, biochemical, absorbance, HTS; 0.3% of 360,000 active; purified bovine MsrA, absorbance read-out; activation, % at 10.6 µM; Methionine sulfoxide reductase A (Bos taurus); in the data active = activation above about 7.5%;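 note: 0% = vehicle and 100% = reference activator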
The depositor's hits bear a star; i = inactive; / = no result given.

SMILES	MsrA inh	Rin1-Abl PPI inh	Neddyl block	MT1-MMP act inh	SKN-1 inh	FAS-TE inh	CendR NRP1 mod	eLon inh	MsrA act
COc1ccc(NC(=O)C[C@H]2C(=O)N(C3CCCCC3)C[C@@H]2C)cc1	-0.7	-1.9	i	3.3	4.9	-4.0	3.9	0.9	-1.9
CSc1nc(C)c(CCOCc2ccccc2)c(=O)[nH]1	-0.2	0.8	i	6.5	-5.5	0.7	-2.5	2.7	-2.5
COc1ccc(S(=O)(=O)N(CC(=O)NCc2ccncc2)c2cc(C)cc(C)c2)cc1OC	-0.2	3.3	i	-4.8	3.7	-7.1	0.9	-0.7	0.1
Cc1cc(C)c(OCC(=O)Nc2ccccc2N2CCOCC2)c(C)c1	-1.0	-2.2	i	-12.9	-2.8	25.6	10.2	3.9	-8.9
CC(=O)NS(=O)(=O)c1ccc(NC(=O)CC23CC4CC(CC(Br)(C4)C2)C3)cc1	-0.5	0.8	i	2.9	19.5	-4.4	-0.9	7.1	-1.4
NC(=O)CC(NC(=O)Cc1cccc2ccccc12)c1ccc(NCCc2cccc(F)c2)c([N+](=O)[O-])c1 (configuration not stated)	-0.3	-1.1	i	/	4.9	15.4	-47.0	4.4	-0.7
CCn1c(C)cc(C(=O)CN2C(=O)c3ccccc3S2(=O)=O)c1C	0.8	1.2	i	1.6	13.1	-5.4	10.1	3.7	-0.7
Cc1cncc(N2CCN(c3ccccn3)CC2)n1	0.7	-5.4	i	-1.0	4.4	-8.7	-6.3	-6.3	-0.1
NS(=O)(=O)c1ccc(NC(=O)CSc2nnc(COc3ccccc3Cl)n2C2CC2)cc1	-0.1	1.6	i	3.2	5.5	0.8	1.5	-0.4	-10.7
Cn1c(CC(=O)Nc2ccccc2)n[nH]c1=S	-0.6	3.1	i	0.4	1.7	-5.7	-1.9	12.7	0.4
COC(=O)c1ccccc1NC(=O)CSc1nncn1C	-0.1	-2.1	i	1.3	-3.5	-4.0	-1.4	1.3	-3.6
C=CCOc1ccc(C=Nc2cccc(Cl)c2)c(O)c1	0.7	-5.2	i	2.9	-2.9	-9.8	-2.3	-0.9	0.2
COc1ccc(CCN2CC(C(=O)NCCc3ccccn3)CCC2=O)cc1 (configuration not stated)	-0.5	-1.0	i	-1.0	8.7	-3.8	-1.4	-11.1	-8.4
O=C(CSc1ncccn1)N1CCc2ccccc2C1	-0.9	7.9	i	-0.4	-7.0	-6.1	-6.8	-12.7	-3.6
Cc1csc(NC(=O)c2ccc(S(=O)(=O)N3CCCC3)cc2)n1	0.7	-6.0	i	-6.2	-3.9	-0.3	2.3	-3.0	-2.1
O=C1OCCN1C(=O)[C@H]1[C@H](c2ccc(Cl)cc2)C(c2cccc(Cl)c2)=NN1c1ccc(Br)cc1	2.1	-0.7	i	-4.8	7.6	67.3*	9.8	13.3	-2.3
CC(NC(=O)CN1C(=O)NC(Cc2ccccc2)(Cc2ccccc2)C1=O)C12CC3CC(CC(C3)C1)C2 (configuration not stated)	-0.1	-2.4	i	-25.5	12.2	26.6	1.2	-2.2	0.4
CCOc1ccccc1OCCn1ncc2ccc(OC)c(OC)c2c1=O	1.0	-3.1	i	-0.3	-5.8	-3.1	11.0	-0.6	-1.1
COc1cc(CN2CCN(c3cccc(C)c3C)CC2)cc(Br)c1O	-0.3	-4.6	i	3.3	17.5	-3.5	-3.3	2.7	1.1
CC(C)OCCCNc1nc2c([nH]1)c(=O)n(C)c(=O)n2C	-1.3	3.3	i	3.3	-7.5	-1.7	2.2	-0.6	-2.4
COc1ccccc1N1C(=O)CC(N2CCN(c3ccc(Cl)cc3)CC2)C1=O (configuration not stated)	-1.3	-0.4	i	3.9	-3.6	-1.9	2.1	-8.1	-9.9
Cc1cc(C)nc(/N=C(\N)Nc2ccc(C(C)C)cc2)n1	-0.5	-3.6	i	2.5	2.1	-12.3	-0.5	0.4	-5.4
Cn1cccc1Cc1nnc(SCC(=O)Nc2ccccc2)n1-c1ccc(F)cc1	1.2	0.8	i	-1.0	10.4	6.2	-21.4	-0.2	3.2
O=C(c1ccccn1)N(Cc1ccco1)C1(C(=O)NC2CCCC2)CCCCC1	-0.5	3.5	i	3.2	5.1	2.0	-9.7	4.0	-9.1
Cc1oc(-c2ccoc2)nc1CN(CC1CCC(=O)N1)C(C)C (configuration not stated)	1.9	1.0	i	0.2	-5.4	-2.0	-9.5	-9.7	-2.6
(cont.)
SMILES	MsrA inh	Rin1-Abl PPI inh	Neddyl block	MT1-MMP act inh	SKN-1 inh	FAS-TE inh	CendR NRP1 mod	eLon inh	MsrA act
CCNC(=O)c1ccc(-n2nc(C)cc2-c2ccccc2)cc1	0.5	1.5	i	0.1	-6.7	-1.5	11.7	-3.4	-0.7
COCCCNC(=O)c1ccccc1NS(=O)(=O)c1ccc(C)cc1	0.6	0.8	i	-2.2	7.8	-6.6	9.4	7.9	0.7
O=C(N/N=C\c1ccc(Cl)cc1Cl)c1sccc1-n1cccc1	2.1	-0.9	i	-1.2	-4.2	15.3	-0.1	-0.4	0.0
COC(=O)c1cccc(NC(=O)CSc2ncn[nH]2)c1	-0.7	1.7	i	2.5	3.7	-15.5	6.9	-3.3	-3.8
COc1ccc(Cn2c(C)nnc2-c2cnn(C)c2N)cc1	-1.1	1.5	i	-5.3	-6.5	-0.8	13.2	8.1	-3.7
Nc1cc(-c2cccc(F)c2)nn1S(=O)(=O)c1cccc2nsnc12	-0.3	-2.8	i	0.6	-3.8	7.4	2.5	0.8	-1.5
CCOc1ccc2nc(SCC(=O)N(C)C3CCS(=O)(=O)C3)[nH]c2c1 (configuration not stated)	0.1	-2.5	i	1.8	17.9	-6.4	2.3	1.2	-3.0
O=C1OC(c2ccc3c(c2)OCO3)=N/C1=C\c1ccc(C(=O)O)cc1	1.5	1.2	i	6.6	-2.2	-2.1	-74.4	1.8	-5.4
O=C(NC1CCCC1)C(c1ccccc1F)N(C(=O)Cc1cccs1)c1ccc2c(c1)OCCO2 (configuration not stated)	-0.5	-2.0	i	-1.9	9.4	48.5	-13.3	1.2	-0.7
Cc1ccc(NCCCCO)cc1C	1.2	-2.0	i	3.8	-1.5	-6.4	5.6	1.0	-2.2
Cc1occc1-c1nnc(SCC(=O)N2CCN(c3ccc(F)cc3)CC2)n1C	-1.8	0.9	i	-2.6	6.9	-3.1	12.2	-2.3	6.1
O=C(Nc1ccccc1N1CCCC1)c1cc(Cl)ccc1Cl	0.1	3.5	i	-1.3	6.4	8.4	-3.0	1.7	-11.6
COc1cccc(-n2nc(C(=O)O)c3ccccc3c2=O)c1	0.0	-0.2	i	-0.8	-8.2	-8.0	3.6	-6.2	-0.5
Cc1ccc(C)c(C(=O)COC(=O)CN2C(=O)C3C4CCC(C4)C3C2=O)c1 (configuration not stated)	1.3	-0.8	i	-2.9	6.3	-2.5	10.9	4.3	-8.8
Cc1ccc(N2Cc3ccccc3C2=O)cc1	-1.0	6.7	i	0.1	9.1	0.2	10.3	-3.9	-2.6
CCOc1ccccc1NC(=O)c1ccc(S(=O)(=O)N(C)c2ccccc2)cc1	0.7	-1.2	i	-3.9	9.8	22.0	0.2	7.1	0.5
CCN1CCN(c2cc(C(C)(C)C)nc3c(-c4ccccc4)c(C)nn23)CC1	-0.2	0.1	/	5.6	21.6	14.4	9.8	4.0	-1.7
O=C(CCc1ccccc1)Nc1c(F)c(F)c(F)c(F)c1F	-0.2	4.1	i	0.2	9.3	5.6	1.2	6.0	-1.2
Cc1ccc(SCC(=O)O/N=C(\N)c2ccncc2)cc1	-0.2	-0.1	i	4.3	14.2	3.9	3.8	1.7	-3.6
COc1ccc(NC(=O)C(c2ccc(OC)cc2)N(C)C(=O)CC2NC(=O)NC2=O)cc1 (configuration not stated)	0.8	-1.6	i	2.6	-0.4	-9.0	-2.5	-16.9	-1.7
C[C@H](CO)N1C[C@H](C)[C@@H](CN(C)C(=O)C2CCCCC2)OCc2cn(nn2)CCCC1=O	0.1	1.1	i	2.6	17.4	-7.7	11.6	10.3	0.3
CCc1ccc(CN2CCCC(CCC(=O)N3CCN(c4ccccn4)CC3)C2)o1 (configuration not stated)	-0.3	-0.4	i	9.2	5.8	2.5	5.6	-8.9	-1.0
Cc1cc(C)c(S(=O)(=O)N2CCCOC2CNC(=O)C(=O)NCCCn2ccnc2)c(C)c1 (configuration not stated)	-0.4	-2.9	i	0.9	1.9	-12.2	5.0	5.3	-4.0
Cc1sc2ncnc(NCCCN3CCCC3=O)c2c1C	0.3	1.4	i	-0.1	6.7	-8.0	11.2	-5.8	-3.0
O=C(COC(=O)c1ccco1)Nc1ccc(Br)cc1	-1.0	4.4	i	0.1	0.0	4.2	-3.7	-10.0	-1.0

Complete entries as entered above.
Shown for COc1ccc(NC(=O)C(c2ccc(OC)cc2)N(C)C(=O)CC2NC(=O)NC2=O)cc1 (configuration not stated) : MsrA inh: 0.8; Rin1-Abl PPI inh: -1.6; Neddyl block: i; MT1-MMP act inh: 2.6; SKN-1 inh: -0.4; FAS-TE inh: -9.0; CendR NRP1 mod: -2.5; eLon inh: -16.9; MsrA act: -1.7
Shown for COC(=O)c1cccc(NC(=O)CSc2ncn[nH]2)c1 : MsrA inh: -0.7; Rin1-Abl PPI inh: 1.7; Neddyl block: i; MT1-MMP act inh: 2.5; SKN-1 inh: 3.7; FAS-TE inh: -15.5; CendR NRP1 mod: 6.9; eLon inh: -3.3; MsrA act: -3.8
Shown for CCN1CCN(c2cc(C(C)(C)C)nc3c(-c4ccccc4)c(C)nn23)CC1 : MsrA inh: -0.2; Rin1-Abl PPI inh: 0.1; Neddyl block: /; MT1-MMP act inh: 5.6; SKN-1 inh: 21.6; FAS-TE inh: 14.4; CendR NRP1 mod: 9.8; eLon inh: 4.0; MsrA act: -1.7

(more compounds)
SMILES	MsrA inh	Rin1-Abl PPI inh	Neddyl block	MT1-MMP act inh	SKN-1 inh	FAS-TE inh	CendR NRP1 mod	eLon inh	MsrA act
CC1Cc2ccccc2N1C(=O)COC(=O)CNC(=O)c1ccc(Br)o1 (configuration not stated)	0.1	1.4	i	-1.0	14.2	-4.1	4.2	11.1	-3.6
O=C(NCCc1ccc(Cl)cc1)C1CCN(c2cnccn2)CC1	-0.8	-2.0	i	-3.0	0.0	-4.0	6.5	-0.4	-6.3
COc1ccc(S(=O)(=O)N2CCc3ccccc32)cc1OC	-0.2	1.0	i	4.5	-22.8	3.0	-2.4	0.5	-5.5
Nc1nnc(SCC(=O)Nc2sc3c(c2C(=O)c2ccccc2)CCCC3)s1	0.3	-2.4	i	-5.5	6.1	14.7	2.9	6.3	-2.0
O=C(COC(=O)c1c2c(nc3ccccc13)/C(=C\c1cccs1)CCC2)Nc1ccccc1Cl	-0.3	-1.5	i	-0.7	21.6	38.6	-8.5	-15.9	0.2
Cc1cc(S(=O)(=O)Nc2ccc(N(C)C)cc2)c(C)s1	-0.7	3.1	i	-1.4	3.8	2.0	-4.3	-7.1	0.6
O=C([C@H]1O[C@@H](n2ccc(=O)[nH]c2=O)[C@H](O)[C@@H]1O)N1CCN(Cc2ccccn2)CC1	-0.1	/	i	0.8	-7.3	-11.4	-2.8	-2.0	-3.0
Cc1ccc(C(=O)N2[C@@H]3CN(C)C(=O)[C@@]2(Cc2ccccc2)[C@H]2C(=O)N(Cc4ccccc4)C(=O)[C@@H]32)cc1	-0.6	2.7	i	1.4	2.6	-0.7	-0.2	1.9	-2.1
O=C(O)CCNS(=O)(=O)c1cccc(Br)c1	0.0	-0.5	i	5.2	-13.7	-8.6	-8.7	3.2	-2.1

Not a hit list; overall some 4.2% were active at least once.
